Bioassay records: PubChem BioAssay, National Center for Advancing Translational Sciences (NCATS)
TDP1 cell noCPT = qHTS for Inhibitors of human tyrosyl-DNA phosphodiesterase 1 (TDP1): qHTS in cells in absence of CPT | DT40 Tdp1-/- hTDP1 cells, no CPT, ATP luminescence, 48 h | AID 686978, 2013 | actives 15% (n = 420,000) | Potency, µM (series often up to 46.2 µM), for inactives: at the highest dose activity change, negative = growth inhibition, hits mostly inhibitors; active = well fitted inhibition curve with a large enough effect; inconclusive = small, poorly fitted or top-dose-only effect; note: nearly all actives have a fitted effect of over 55% in size
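Growth kinetics read by CellTiter-Glo luminescence after ≥48 hr at 37 °C. Cells: DT40 Tdp1-/- stably carrying human TDP1, 400 per well, compound exposure in the absence of CPT (DMSO vehicle).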
* = called active by the depositor; ? = inconclusive; & = joins results of further samples. % is set by controls: 0 for no effect and ±100 for the full control effect; potency is the fitted concentration of half-maximal effect. A portion of the library. The share of hits here may be higher or lower than overall.

Molecule	TDP1 cell noCPT
COCCCNC(=O)c1ccc2nc([C@@H]3O[C@H](CO)[C@H](O)[C@H](O)[C@H]3O)[nH]c2c1	-1.6%
CC(C)CNC(=O)C1(C)CCCN1C(=O)c1cccnc1Oc1ccccc1 (centres undefined)	-8.4%
S=c1nc2[nH]c3ccccc3c2n[nH]1	?
COc1ccc(NC(=O)CN2C(=O)NC(C)(c3ccccc3)C2=O)cn1 (centres undefined)	5.7%
CCCC[n+]1c(C)ccc2ccccc21	15.8µM*
COc1ccc(F)c(CN2CCOc3ccc(CN4CCC(O)(c5cccnc5)CC4)cc3C2)c1	?
CSc1nc(N)nc2c1ncn2Cc1ccccc1	?
C[C@H](CO)N1C[C@H](C)[C@@H](CN(C)S(=O)(=O)c2cn(C)cn2)OCc2cnnn2CCCC1=O	2.8%
O=C(O)c1ccc(S(=O)(=O)NN=Cc2c[nH]c3ccccc23)cc1	-0.4%
COc1cccc(NC(=O)C2(C)CCN2C(=O)C2CCCCC2)c1 (centres undefined)	?
CCCCCCCCN1C(=O)[C@H](CC(=O)NCc2ccc(OC)c(OC)c2)C[C@@]2(C(=O)OCC)CCCC=C12	?
CC(=O)Nc1cccc(-c2csc(C(C)(O)c3cccc(F)c3)n2)c1 (centres undefined)	?
COC(=O)N1C2CCCCC2=NN(c2ccccc2)N1C(=O)OC (centres undefined)	-1.9%
CCCCNC(=O)C[C@@H]1C[C@@]2(C(=O)OCC)CCCC=C2N(CCC2=CCCCC2)C1=O	8.2µM*
COC(=O)CCC1(C(N)=O)CCC(=O)c2ccccc21 (centres undefined)	0.2%
Cc1c(CCO)sc[n+]1CCc1ccccc1	6.8%
OCC(O)C1OCOC(C(O)CO)C1O (centres undefined)	1.3%
O=C(NCc1ccc(Cl)cc1)N1CCN(C(=O)c2ccccc2)CC1	?
CC(NC(=O)c1cccs1)c1ccc(Br)cc1 (centres undefined)	-16.2%
CC(C)(C)c1ccc(CC(=O)N2CCC2(C)C(=O)NS(=O)(=O)c2ccc(Cl)s2)cc1 (centres undefined)	-3.1%

The closing five entries of the section above are carried over, then new ones follow:
Molecule	TDP1 cell noCPT
Cc1c(CCO)sc[n+]1CCc1ccccc1	6.8%
OCC(O)C1OCOC(C(O)CO)C1O (centres undefined)	1.3%
O=C(NCc1ccc(Cl)cc1)N1CCN(C(=O)c2ccccc2)CC1	?
CC(NC(=O)c1cccs1)c1ccc(Br)cc1 (centres undefined)	-16.2%
CC(C)(C)c1ccc(CC(=O)N2CCC2(C)C(=O)NS(=O)(=O)c2ccc(Cl)s2)cc1 (centres undefined)	-3.1%
O=C(NCCCN1CCOCC1)c1onc(CSc2ccc(F)c(F)c2)c1C(=O)NCCCN1CCOCC1	-13.4%
CC(=O)C1=CCC(c2ccc(F)cc2)N(S(=O)(=O)c2ccc(C)cc2)C1 (centres undefined)	18.4µM*
O=C(NCc1ccccc1)C(C1CC1)n1c(=O)c(-c2cc3ccccc3[nH]2)nc2ccccc21 (centres undefined)	?
Nn1c(-c2cccc(O)c2)nnc1-c1cccc(O)c1	3.6%
COC(=O)C[C@H]1C[C@@H]2c3cc(NC(=O)Nc4ccc(F)cc4)ccc3O[C@@H]2[C@@H](CO)O1	-8.8%
O=C(NCc1cccnc1)[C@@H]1CC=C[C@@H]2CCN(Cc3ccc(Cl)c(Cl)c3)C(=O)[C@@H]21	?
Cc1cccc(C(=O)N(C(=O)c2cccc(C)c2)N(C)C)c1	-23.3%
CC(C)Nc1ncnc2c1ncn2[C@H]1CN(Cc2ccc3c(c2)OCO3)C[C@@H](CO)O1	-11.9%
COc1ccc(-c2cc(NC=O)c3ncc(-c4cccc(C(=O)NCCN(C)C)c4)n3c2)cn1	?
Clc1ccc(-c2csc3ncnc(Sc4nnnn4-c4ccccc4)c23)cc1	2µM*
COCCNC(=O)C[C@H]1C[C@H]2c3cc(NS(=O)(=O)c4ccc(F)cc4)ccc3O[C@H]2[C@H](CO)O1	?
COc1cc([N+](=O)[O-])ccc1-c1ccc(/C=C2\C(=O)ON=C2c2ccccc2)o1	9.2µM*
COc1cc(OC)cc(C(=O)OCC(=O)Nc2nnc(-c3ccccc3)o2)c1	?
Cc1noc(NS(=O)(=O)c2ccc(NS(=O)(=O)c3ccc(C(C)(C)C)cc3)cc2)c1C	-0.5%
CC1(C(=O)Nc2ccc3nc[nH]c3c2)CCN1C(=O)C1(c2ccccc2)CC1 (centres undefined)	-7.2%
CCCCCCCCN1C(=O)[C@H](CC(=O)NCc2cccc3ccccc23)C[C@@]2(C(=O)OC)CCCCC=C12	20.6µM*
COc1cc2nc(C#Cc3nc4cc(OC)c(OC)cc4[nH]3)[nH]c2cc1OC	-2.4%
COc1ccc(C)cc1NC(=O)ON=C1CCCCC1	1.7%
CC(C)Oc1ccc2ccccc2c1CNC[C@H]1O[C@@H](n2ccc(N)nc2=O)[C@H](O)[C@@H]1O	-21.2%
CCOC(=O)C1(C)CCCN1C(=O)c1cccc(F)c1 (centres undefined)	-12.3%

Of the compounds above, these contain a tert-butyl group.
Molecule	TDP1 cell noCPT
CC(C)(C)c1ccc(CC(=O)N2CCC2(C)C(=O)NS(=O)(=O)c2ccc(Cl)s2)cc1 (centres undefined)	-3.1%
Cc1noc(NS(=O)(=O)c2ccc(NS(=O)(=O)c3ccc(C(C)(C)C)cc3)cc2)c1C	-0.5%

Going on with the list.
Molecule	TDP1 cell noCPT
Cc1ccc(C(=O)CCC(=O)OCC(=O)N2CCN(S(=O)(=O)c3ccc(C)cc3C)CC2)cc1	-2.3%
CC(=O)c1cccc(NC(=O)C(C)Sc2nnc3ccccn23)c1 (centres undefined)	-18.4%
CCNC(=O)C1(C)CCN(C(=O)c2cc(F)ccc2C)C1 (centres undefined)	-6.6%
CN(C(=O)c1cccc(NC(=O)Cc2ccc(NC(=O)C3CCN(S(=O)(=O)c4cccc([N+](=O)[O-])c4)CC3)cc2)c1)C1CC1	?
COc1ccc(NC(=O)c2cc(-c3ccc(F)cc3C)n[nH]2)cc1OC	?
COc1cccc(-c2cnc(C(O)c3ccc(OC)c(F)c3)[nH]2)c1 (centres undefined)	-16.6%
CCOC(=O)C1(C)CCCN(C(=O)c2cc(C)on2)C1 (centres undefined)	-2.3%
CCCn1c(C)cc(C(=O)CN2C(=O)c3ccccc3S2(=O)=O)c1C	9.2µM*
O=S1(=O)CCO[C@H]2CCCC[C@@H]2N1Cc1ccccc1F	?
CC(C)N(C)C1=CC(=O)C(N(C)C(C)C)=CC1=O	?
COc1cc(OC)cc(-c2noc(-c3csc([C@@H]4C[C@H](O)[C@@H](CO)O4)n3)n2)c1	14.6µM*
CCOc1ccc(NS(=O)(=O)c2ccc(N)cc2)nn1	-12.4%
CC1=C(C(=O)N(C(C)C)C(C)C)CC(CC(=O)NC2CC2)C(=O)N1Cc1ccc(F)cc1 (centres undefined)	-4.0%
COc1cc(OC)c(C(=O)NNC(=O)c2ccc(NS(=O)(=O)c3cccs3)cc2)cc1OC	3.6%
CN(C)c1ccc(/C=C2\C=Cc3ccccc32)cc1[N+](=O)[O-]	?
O=C(NCc1ccccc1)C1=C[C@H](c2ccccc2)C[C@H](OCc2ccc(CO)cc2)O1	?
C[C@H]1CN([C@@H](C)CO)C(=O)CCCn2nncc2CO[C@H]1CN(C)C(=O)Nc1ccnc(N2CCOCC2)c1	-26.9%
Cc1ccc(S(=O)(=O)N2CCC(C(=O)OCC(=O)N(Cc3ccccc3)C(C)C)CC2)cc1C	?
O=C(Nc1ccccc1)SC1CCCCC1	-24.5%
CC1NC(=O)c2cccnc2-n2c1nc1ccccc1c2=O (centres undefined)	-7.1%

CCCC#Cc1ccc2c(c1)O[C@@H](CN(C)Cc1ccc3c(c1)OCO3)[C@H](C)CN([C@@H](C)CO)S2(=O)=O
  TDP1 cell noCPT = 2.31µM*
CCOC(=O)[C@]12CCC=C1N(Cc1ccc3c(c1)OCO3)C(=O)[C@H](CC(=O)NCCCN1CCCC1=O)C2
  TDP1 cell noCPT = -1.5%
CC1(c2cccc(Br)c2)NC(=O)N(CC(=O)NCCC2=CCCCC2)C1=O (centres undefined)
  TDP1 cell noCPT = ?
COc1ccc(C(=O)c2ccccc2C(=O)c2ccccc2)cc1
  TDP1 cell noCPT = 16.4µM*
COc1cc(=O)n2c(c1C(=O)N(C)Cc1nonc1C)CCN(Cc1cc(F)ccc1F)CC2
  TDP1 cell noCPT = -9.7%
COC(=O)C1(C(=O)OC)C2CCCCC2N(S(=O)(=O)c2ccc(C)cc2)[C@@H]1CC(C)=O (some centres undefined)
  TDP1 cell noCPT = -5.6%
C[N+]1(C)CCC(OC(=O)C(O)(c2ccccc2)C2CCCC2)C1 (centres undefined)
  TDP1 cell noCPT = -1.8%&3.7%&-13.9%
O=C(N[C@@H]1CC[C@H](CCn2cc(-c3ccccn3)nn2)O[C@@H]1CO)c1ccncc1
  TDP1 cell noCPT = 10.6%
COc1cccc(CN2CCOc3ccc(C(O)c4cccnc4)cc3C2)c1 (centres undefined)
  TDP1 cell noCPT = -1.5%
COc1ccccc1CNc1nc2cc(-c3sccc3C)sc2c(=O)n1C
  TDP1 cell noCPT = 16.4µM*
O=S1(=O)CCOCCCN1Cc1ccc(F)cc1
  TDP1 cell noCPT = ?
COc1ccc(/C=C2\SC(=S)N(CCCC(=O)N3CCOCC3)C2=O)cc1
  TDP1 cell noCPT = ?
Cc1cc2c(cc1C)-n1nnnc1C(N1CCN(c3ncccc3C#N)CC1)C(=O)N2 (centres undefined)
  TDP1 cell noCPT = ?
COc1ccc(C2=Nc3ccccc3N(C(=O)c3ccc4ncccc4c3)C2C(=O)NC2CCCC2)cc1 (centres undefined)
  TDP1 cell noCPT = 9.2µM*
O=C(O)C1C2OC(C(Br)C2Br)C1C(=O)O (centres undefined)
  TDP1 cell noCPT = -15.4%
Cc1ccccc1C(=O)NNS(=O)(=O)c1ccc(F)cc1
  TDP1 cell noCPT = -1.2%
Cc1ncnc(N)c1CCCNc1ccccc1
  TDP1 cell noCPT = ?
C[C@H]1CN([C@@H](C)CO)C(=O)CCCn2nncc2CO[C@@H]1CN(C)Cc1ccc2c(c1)OCCO2
  TDP1 cell noCPT = -17.9%
CCC[C@H]1CN(c2ccccc2)C(=O)[C@@H]1CC(=O)NC
  TDP1 cell noCPT = -13.6%
CCc1c(-c2ccc(Cl)cc2)ncn1Cc1cccc(-c2ccccc2)c1
  TDP1 cell noCPT = 7.31µM*
O=C1OCC/C1=C\NCCCN/C=C1\CCOC1=O
  TDP1 cell noCPT = -17.2%
COc1cccc(-c2ccnc(-n3ncc(C(=O)NCc4cccnc4)c3C3CC3)n2)c1
  TDP1 cell noCPT = ?
COc1ccccc1-c1csc(C(NC(C)=O)c2cccc(F)c2)n1 (centres undefined)
  TDP1 cell noCPT = ?
CN(CC(=O)Nc1cc(C(F)(F)F)ccc1-n1cncn1)Cc1ccccc1N1CCOCC1
  TDP1 cell noCPT = ?
Cc1ccc(Cc2c(-c3ccccc3)nc3cc(C)ccn23)cc1
  TDP1 cell noCPT = 18.4µM*

Copied from the results shown for reference:
C[N+]1(C)CCC(OC(=O)C(O)(c2ccccc2)C2CCCC2)C1 (centres undefined)
  TDP1 cell noCPT = -1.8%&3.7%&-13.9%
O=C(N[C@@H]1CC[C@H](CCn2cc(-c3ccccn3)nn2)O[C@@H]1CO)c1ccncc1
  TDP1 cell noCPT = 10.6%
COc1cccc(CN2CCOc3ccc(C(O)c4cccnc4)cc3C2)c1 (centres undefined)
  TDP1 cell noCPT = -1.5%
COc1ccccc1CNc1nc2cc(-c3sccc3C)sc2c(=O)n1C
  TDP1 cell noCPT = 16.4µM*

Following part.
COc1cc2c3nc4n(c(=O)c3n(CC(=O)N3CCCC3)c2cc1OC)CCS4
  TDP1 cell noCPT = -6.2%
Cc1nc(NCc2cccc3c2OCO3)sc1-c1ccn(CC2CCCN(C)C2)n1 (centres undefined)
  TDP1 cell noCPT = -7.5%
O=[N+]([O-])c1ccc2[nH]c(=S)sc2c1
  TDP1 cell noCPT = 20.6µM*
Cc1onc(-c2c(F)cccc2Cl)c1C(=O)OCC(=O)Nc1cccc(S(=O)(=O)N(C)C)c1
  TDP1 cell noCPT = ?
CCCCc1nc(Cl)c(CO)n1Cc1ccc(-c2ccccc2-c2nnn[nH]2)cc1
  TDP1 cell noCPT = 8.6%
COc1ccc(NC(=O)C2(C)CCN2Cc2ccc3ccccc3c2)cc1OC (centres undefined)
  TDP1 cell noCPT = ?
CC(=O)Oc1ccc(Cn2c(C)c(C(=O)NCc3ccc4c(c3)OCCO4)sc2=O)cc1
  TDP1 cell noCPT = 16.4µM*
CC1(C(=O)O)CCN1C(=O)c1cccc(C(F)(F)F)c1 (centres undefined)
  TDP1 cell noCPT = -7.1%
CCOC(=O)c1cc2c(c(CCO)n1)[C@H](CCO)N(S(=O)C(C)(C)C)C2 (some centres undefined)
  TDP1 cell noCPT = 9.9%
OC[C@@H]1CN(Cc2ccncc2)C[C@H](n2cnc3c(N4CCOCC4)ncnc32)O1
  TDP1 cell noCPT = ?
Cc1noc(C)c1NC(=O)N(C)C[C@@H]1OCc2ccccc2-c2c(n(C)c3ccccc23)C(=O)N([C@H](C)CO)C[C@H]1C
  TDP1 cell noCPT = ?
CCN1C=C(C(C)=O)C(=O)CC1
  TDP1 cell noCPT = -2.1%
C[C@@H]1CN([C@@H](C)CO)C(=O)c2cc(N(C)C)ccc2O[C@@H](C)CCCCO[C@@H]1CN(C)Cc1ccc2c(c1)OCO2
  TDP1 cell noCPT = 16.4µM*
O=C1Nc2ccc(Br)cc2/C1=C/C(=O)c1ccccc1
  TDP1 cell noCPT = 4.61µM*
O=C(COC(=O)c1cc(=O)c2ccccc2o1)NCc1ccc(Cl)cc1
  TDP1 cell noCPT = -9.2%
